# 3T3 cytotox: kills NIH 3T3 cells; 94,000 tested, 4.3% active; AID 1345082; NIH 3T3 viability, CellTiter-Glo ATP luminescence, 48-72 h; Potency, µM (highest dose often 96.7 µM), for inactives: top-dose activity change, negative = cytotoxicity, hits mostly inhibitors; also: potency is read from the fitted curve at half-maximal effect; nearly all actives have a fitted effect of over 55% in size
#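 Cytotoxicity is measured as loss of cellular ATP: NIH 3T3 cells (400/well) are exposed to compound for 48 or 72 hr at 37 °C, then CellTiter-Glo luminescence is imaged after 10 min at room temperature.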
# GPT2 inhibitor: inhibitors of human GPT2 alanine aminotransferase; Q8TD30; Recombinant GPT2, coupled pyruvate oxidase/HRP Amplex Red fluorescence; Potency, µM (top dose mostly 57.7 µM), for inactives: at the top dose activity change, negative = inhibition, most hits filed as inhibitors; 100,000 tested, 0.25% active; AID 1671188; also: potency is read from the fitted curve at half-maximal effect; nearly all actives have a fitted effect of over 60% in size; many of its hits are not listed in these tables
# Target sequence (Q8TD30 whole entry, looked up): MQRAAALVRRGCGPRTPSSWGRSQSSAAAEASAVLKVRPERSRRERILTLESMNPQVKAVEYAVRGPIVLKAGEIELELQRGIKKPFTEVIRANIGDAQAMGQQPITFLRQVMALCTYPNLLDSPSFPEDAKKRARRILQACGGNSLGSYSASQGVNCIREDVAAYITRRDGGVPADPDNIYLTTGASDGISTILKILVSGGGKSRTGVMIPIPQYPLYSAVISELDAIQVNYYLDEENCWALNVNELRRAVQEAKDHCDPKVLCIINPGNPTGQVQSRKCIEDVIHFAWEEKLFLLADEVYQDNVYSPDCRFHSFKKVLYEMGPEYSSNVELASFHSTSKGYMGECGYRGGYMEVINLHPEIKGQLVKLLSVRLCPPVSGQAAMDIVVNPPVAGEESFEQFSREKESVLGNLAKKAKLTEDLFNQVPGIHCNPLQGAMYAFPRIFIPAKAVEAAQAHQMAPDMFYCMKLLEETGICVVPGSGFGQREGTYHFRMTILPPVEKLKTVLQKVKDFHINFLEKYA
#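 Fluorescence read-out: pyruvate from GPT2 turnover coupled to pyruvate oxidase, HRP and Amplex Red (0.2mM ThPP, 0.2U/mL PO and HRP, 50uM Amplex final). Substrates 250uM a-KG, 2mM L-alanine; enzyme 10ng/uL; 30 min RT.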
# IP6K1 inh: inhibitors of human IP6K1; IP6K1 kinase, ADP-Glo luminescence, 2 h; hits give low values; 140,000 tested, 0.81% active; Q92551; activity change, % (series mostly up to about 58 µM); in the data active = activity change below about -25%
#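 ADP-Glo luminescence measures ADP made by human IP6K1 during a 2 h RT reaction with ATP/IP6 (mix at 1.3 mM/130 uM); top library doses 57.5 and 19.1 uM final.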
# HEK293 tox: kills HEK 293 cells; HEK 293 viability, ATP luminescence (CellTiter-Glo), 48-72 h; Potency, µM (highest dose often 115 µM), without a hit: at the top dose activity change, negative = cytotoxicity, most hits filed as inhibitors; 94,000 tested, 6.6% active; also: potency is read from the fitted curve at half-maximal effect; nearly all actives have a fitted effect of over 60% in size
#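 HEK 293 cells at 250 cells/well were exposed to compounds by pintool transfer for 48 or 72 hr at 37 degree Celsius, 5% CO2. Viability was read as ATP-coupled luminescence with CellTiter-Glo after 10 min at room temperature.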
# SNCA expr inh: reduces expression of the alpha-synuclein gene; AID 1671194; Potency, µM (highest dose often 57.2 µM), without a hit: top-dose activity change, negative = inhibition, actives largely listed as inhibitors; HEK-293 SNCA-luciferase knock-in, luminescence, 24 h; 140,000 tested, 0.17% active;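 also: potency is read from the fitted curve at half-maximal effect; plate controls were DMSO cells for no effect and cell-free wells for full effect; nearly all actives have a fitted effect of over 45% in size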
# HEK293 viab: counter-screen for SNCA expression inhibitors: cell viability | HEK-293-SNCA-luc viability, GF-AFC fluorescence, 24 h | Potency, µM (top dose mostly 57.1 µM), for the others: at the highest dose activity change, negative = cytotoxicity, actives largely listed as cytotoxic | 150,000 tested, 0.12% active | AID 1671193;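 also: potency is read from the fitted curve at half-maximal effect; 0% = DMSO-treated cells and -100% = medium-only wells without cells; nearly all actives have a fitted effect of over 30% in size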
#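 HEK-293-SNCA-luc cells (1500/well) plated 24 h, then exposed 24 h to a dilution series; GF-AFC added 30 min at 37C, fluorescence 405/540 nm; normalised to medium-only and DMSO wells, Hill fit.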
# FLuc inh: inhibitors of firefly (Photinus pyralis) luciferase; P08659; purified P. pyralis luciferase, luminescence, biochemical; Potency, µM (top dose mostly 115 µM), inactives show at the highest dose activity change, negative = inhibition, hits mostly inhibitors; 76,000 tested, 2.5% active; also: potency is read from the fitted curve at half-maximal effect; nearly all actives have a fitted effect of over 65% in size
# Target sequence (P08659 whole entry, looked up): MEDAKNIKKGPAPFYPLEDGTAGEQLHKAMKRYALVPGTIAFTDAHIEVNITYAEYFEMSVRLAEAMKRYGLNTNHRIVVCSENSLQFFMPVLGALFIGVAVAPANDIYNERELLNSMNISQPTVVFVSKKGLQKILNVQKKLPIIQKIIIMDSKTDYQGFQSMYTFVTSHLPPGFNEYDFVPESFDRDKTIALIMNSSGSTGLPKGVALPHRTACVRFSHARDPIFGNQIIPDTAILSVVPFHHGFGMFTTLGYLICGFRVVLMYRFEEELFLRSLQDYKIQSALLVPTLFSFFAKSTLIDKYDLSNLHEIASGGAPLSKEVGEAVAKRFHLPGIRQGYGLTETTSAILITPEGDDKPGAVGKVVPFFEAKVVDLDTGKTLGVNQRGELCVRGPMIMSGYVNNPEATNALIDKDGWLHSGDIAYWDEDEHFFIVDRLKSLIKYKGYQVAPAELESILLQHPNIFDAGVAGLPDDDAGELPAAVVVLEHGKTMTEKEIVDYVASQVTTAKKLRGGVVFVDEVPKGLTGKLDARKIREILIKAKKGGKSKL
#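 FLuc 10nM, D-luciferin 10uM, ATP 10uM, Mg acetate 10mM, Tris acetate pH 7.5, Tween/BSA; cpd qHTS; enzyme added last; CCD luminescence.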
# Starred values were filed as active, the others as inactive; i = inactive; ? = inconclusive; . = no result given; [ ] = remark or other dose. Unless noted, calls follow the shape of the dose curve; as a rule, active = well fitted curve in the direction sought with a large enough effect; inconclusive = small, poorly fitted or top-dose-only effect, or another doubt; inactive = no such curve, though single readings can be large; an effect the other way counts as inactive or inconclusive. Unless noted, % is scaled to controls: 0 for no effect and ±100 for the full control effect. An excerpt; rates above refer to the full screens.
Compound | 3T3 cytotox | GPT2 inhibitor | IP6K1 inh | HEK293 tox | SNCA expr inh | HEK293 viab | FLuc inh
COc1ccc(F)cc1-c1ccc(CN2CCC(NC(=O)Nc3ccc(C)c(F)c3)C2)cc1 (stereo not drawn) | 16µM* | . | 14 | 25µM* | . | . | .
COCCn1c(C)cc(C(=O)N2CCCC(Cc3noc(C4CC4)n3)C2)c1C (stereo not drawn) | -20% | i | 5 | -5% | -22% | -22% | -17%
O=C1NC(=NC2CCCCC2)C2(CCCN([S+](=O)([O-])c3ccccc3)C2)N1c1cccnc1 (stereo not drawn) | -23% | -8% | -4 | i | -2% | -2% | .
CCOc1ccc(NC(=O)NCCN2CCN(c3cccc(C)c3C)CC2)cc1 | . | . | -9 | . | -25% | -5% | .
Cc1ccc(C(=O)N2CCCCCCNC(=O)CC2)s1 | -15% | i | -12 | -28% | -19% | 7% | -2%
CCOCc1nc(C2CCCN2S(=O)(=O)c2c(C)nn(C)c2C)no1 (stereo not drawn) | i | i | -8 | i | -7% | -6% | 3%
Cc1ccc(CN2CCN(C3CCN(C(=O)Nc4ccc(C)cc4Cl)CC3)C(=O)C2=O)cc1 | . | . | -1 | . | -22% | ? | .
CCCN1C(=O)c2[nH]nc(-c3cccc(OC)c3)c2C1c1ccccn1 (stereo not drawn) | . | . | -9 | . | 57%[activator] | ? | .
O=C(c1ccccc1)N1CCC2(CC1)NCc1ccccc1NC2=O | i | -12% | 16 | -3% | -1% | 1% | .
Cc1c(Cl)c(C(=O)N[C@H]2[C@@H]3CCO[C@@H]3[C@@H]2C2CCCC2)nn1C | -20% | i | 8 | -20% | 10% | -6% | 2%
C[C@H]1CC(=O)C2=C(C1)C(O)C(O)[C@@]1(O)[C@H]2C(=O)c2cccc(O)c2[C@@H]1O (stereo partly drawn) | . | ? | 14 | . | . | -8% | .
CCOc1ccccc1CNC(=O)C1CCN(c2nnc(C)c3c(C)n(-c4ccc(C)cc4)nc23)CC1 | . | . | 6 | . | 4% | -7% | .
Cc1cc2ncc(C(=O)NCCCc3ccccc3)cn2n1 | -11%[138 µM] | -2%[88.5 µM] | -4 | -16%[172 µM] | 45%[activator][87.6 µM] | -2%[87.6 µM] | .
CCC(=O)N1CCc2cc(Br)cc(S(=O)(=O)N3CCCC(C(=O)Nc4ccc(CC)cc4)C3)c21 (stereo not drawn) | . | . | -5 | . | -9% | 23% | .
CN1CCCC2(CCN(S(=O)(=O)c3ccc4[nH]c(=O)[nH]c4c3)C2)C1=O (stereo not drawn) | i | i | 2 | 0% | 8% | 11% | 9%
O=C(COc1ccc(Cl)cc1)NCCc1csc(-c2cccc(F)c2)n1 | . | . | 1 | . | 2% | 16% | .
Cc1cccc(C)c1NC(=O)Cn1nnc(S(=O)(=O)c2ccccc2)c1N | . | . | -1 | . | -3% | 2% | .
CC(=O)N1CCC([C@@H]2CN(C(=O)c3cc(C)cc(C)c3)C[C@H]2CO)CC1 | -9% | 3% | 9 | -10% | 35%[activator] | 5%[12.5 µM] | 7%
COCC(=O)NC1CCN(c2ccc3nnc(C)n3n2)CC1 | -25%[138 µM] | . | -4 | -13%[172 µM] | . | . | .
COc1ncccc1CN1C[C@H]2[C@H](C1)[S+](=O)([O-])C(C)(C)C(=O)N2CC1CCOCC1 | ? | 0% | 5 | -11% | -7% | 0% | -13%
Cc1noc(C)c1[S+](=O)([O-])N1CCC2(CC1)CNC(=O)c1ccccc1O2 | -23% | -8% | 6 | ? | 20% | 10% | 1%
COCCNC(=O)c1cc(-c2cccc(OC)c2)nc2c1cnn2C | ? | . | 4 | ? | . | . | .
CC(C)CC(=O)C(=O)N1CCN(Cc2cccnc2)[C@@H]2CS(=O)(=O)C[C@@H]21 | -6% | -15% | 8 | i | -6% | 3% | -8%
O=C(CCc1ccccc1)N1CCCN(c2cc(-c3ccccc3)[nH]n2)CC1 | ? | ? | 8 | ? | -8% | -10% | -6%
Cc1ccc(C)c(C(=O)N2CCC3(CC2)N=C(c2ccccc2)NO3)c1 | -9% | 3% | -3 | -25% | -12% | ? | -7%
CC1(C)CC[C@]2(C(=O)O)CC[C@]3(C)C(=CCC4[C@@]5(C)C[C@@H](O)[C@H](O)[C@@](C)(CO)C5CC[C@]43C)C2C1 (stereo partly drawn) | . | 4%[27.3 µM] | 2 | . | . | -9%[23.9 µM] | .
COc1ccc(C2(C(=O)N3C[C@@H](C(N)=O)[C@H](c4n[nH]c(C)n4)C3)CC2)cc1 | i | i | -1 | -25% | 10% | 7% | 7%
Cn1nc(-c2ccccc2F)c2cc(C(=O)NCc3ccc(Cl)cc3)sc21 | . | . | -39* | . | ? | ? | .
COc1ccc(CNc2n[nH]c(-c3ccco3)n2)cc1OC | . | . | 0 | . | 1% | -2% | .
CCOCCCn1c(=N)c(C(=O)NC(C)c2ccccc2)cc2c(=O)n3cc(C)ccc3nc21 (stereo not drawn) | . | . | 19 | . | -9% | ? | .
O=C(Cn1c(=O)n(Cc2ccc(F)cc2)c(=O)c2sc3ccccc3c21)NCc1ccccc1Cl | . | . | 25 | . | 9% | -2% | .
O=C(NC1CCCCC1)c1nc2sccn2c1-c1cccc(C(F)(F)F)c1 | -17% | 3% | -5 | ? | ? | 4% | .
Cc1cccc(NC(=O)CSc2ncc3c(n2)-c2ccccc2N(Cc2ccc(F)cc2)S3(=O)=O)c1C | . | . | 14 | . | -3% | -9% | .
O=C(CSc1nc2c([nH]c3ccccc32)c(=O)n1-c1ccccc1)Nc1ccccc1C(F)(F)F | . | . | 27 | . | 33%[activator] | 1% | .
COCCNC(=O)C1COC2(CCN(C(=O)c3ccc(OC)cc3)CC2)N1C(=O)c1ccccc1C (stereo not drawn) | ? | -9% | 27 | -27% | 8% | -2% | -3%
CCN(CC)CCNC(=O)Cn1ncc2c3ccccc3n(Cc3ccccc3C)c2c1=O | . | . | 19 | . | 2% | ? | .
COc1ccc(CCC(=O)N2C[C@@H](CO)[C@H](c3nc(C)no3)C2)cc1 | 2% | i | -11 | i | -17% | 6% | 6%
CCOc1cc(C=C2C(=O)N(c3ccccc3)N=C2C)cc(Cl)c1OCC(=O)OC | . | ? | . | . | 17% | -29% | .
CCc1ccc(S(=O)(=O)c2c[nH]c3cc(OC)c(OC)cc3c2=O)cc1 | . | . | -23 | . | 9% | 20% | .
CCN1c2cc(C(=O)Nc3ccc(OC(F)(F)F)cc3)ccc2C(=O)N2CCCC21 (stereo not drawn) | -29% | i | 10 | ? | 10% | 9%[12.5 µM] | -2%

# Molecules shown so far that have a thiophene ring, fused or not:
Compound | 3T3 cytotox | GPT2 inhibitor | IP6K1 inh | HEK293 tox | SNCA expr inh | HEK293 viab | FLuc inh
Cc1ccc(C(=O)N2CCCCCCNC(=O)CC2)s1 | -15% | i | -12 | -28% | -19% | 7% | -2%
Cn1nc(-c2ccccc2F)c2cc(C(=O)NCc3ccc(Cl)cc3)sc21 | . | . | -39* | . | ? | ? | .
O=C(Cn1c(=O)n(Cc2ccc(F)cc2)c(=O)c2sc3ccccc3c21)NCc1ccccc1Cl | . | . | 25 | . | 9% | -2% | .

# Continuation:
Compound | 3T3 cytotox | GPT2 inhibitor | IP6K1 inh | HEK293 tox | SNCA expr inh | HEK293 viab | FLuc inh
CCC1(N2CCN(C)CC2)CCN(S(=O)(=O)c2ccccc2)C1 (stereo not drawn) | -4% | 0% | -1 | -3% | -6% | -9% | 0%
COc1ccc(CC(=O)NC2CCN(CCn3nc4n(c3=O)CCCC4)C2)cc1 (stereo not drawn) | -19% | . | -5 | -1% | . | . | .
O=C1CN(Cc2cccs2)CCN1c1ccc(Cl)nn1 | -16%[138 µM] | ? | 8 | -17%[172 µM] | 15%[87.6 µM] | 8%[87.6 µM] | -15%[172 µM]
COc1ccc2c(c1)CCCN2C1CNC1 | 1%[174 µM] | ? | -12 | 1%[230 µM] | -16%[87.6 µM] | -3%[87.6 µM] | .
Cc1ccc(S(=O)(=O)N2CCC(C(=O)Nc3ccc(C)c(Cl)c3)CC2)cc1 | . | . | -1 | . | -2% | -2% | .
COc1ccccc1CNC(=O)C[C@@H]1c2nc(-c3cccnc3)sc2C[C@@H]2[C@](C)(CO)[C@H](O)CC[C@]21C | 79µM* | 2% | -2 | ? | -19% | 0% | -3%
Cc1cccc(OCCc2noc(C3CCN(C(=O)c4n[nH]c(=O)c5ccccc45)C3)n2)c1 (stereo not drawn) | ? | i | 29 | ? | ? | -6%[12.5 µM] | 11%
C[C@H]1O[C@@H](O[C@H]2[C@@H](O)C[C@H](O[C@H]3[C@@H](O)C[C@H](O[C@H]4CC[C@@]5(C)[C@H](CC[C@@H]6[C@@H]5C[C@@H](O)[C@]5(C)[C@@H](C7=CC(=O)OC7)CC[C@]65O)C4)O[C@@H]3C)O[C@@H]2C)C[C@H](O)[C@@H]1O | . | 2% | 0 | . | . | -42% | .
CC(C)Oc1ccc2c(NC(=O)c3ccon3)nn(CC(F)(F)F)c2c1 | -28% | i[11.5 µM] | 21 | -32% | -18% | 1% | 10%
CCS(=O)(=O)N1CC(=O)N(c2ccc(Cl)cc2)C(C)(C(=O)NC2CCCCCC2)C1 (stereo not drawn) | . | . | -34* | . | 20% | -21% | .
CN(C)c1nc2c(c(=O)[nH]1)CCN(Cc1cccc(Cl)c1F)CC2 | ? | i | 4 | ? | -6% | -13% | -4%
C/C=C1\[C@H](OC2OC(COC3OC(CO)C(O)C(O)C3O)C(O)C(O)C2O)OC=C(C(=O)OC)[C@H]1CC(=O)OCCc1ccc(O)cc1 (stereo partly drawn) | . | -2%[17.1 µM] | 5 | . | . | 0%[23.9 µM] | .
CCC/C=C1\OC(=O)C2=C1CCC(O)C2O (stereo not drawn) | . | 5% | 9 | . | . | -8% | .
Cn1ncc2c(C(=O)NCCc3ccc(F)cc3)cc(-c3ccccc3F)nc21 | -29% | . | 0 | ? | . | . | .
COc1ccc(Cn2c(CCC(=O)Nc3ccc(C)cc3)nc3cccnc32)cc1 | . | . | 17 | . | 9% | -10% | .
CC(=O)Nc1ccc(CN2CCC3(COc4ncccc4[S+](=O)([O-])N3)C2)cc1 (stereo not drawn) | -5% | ? | 11 | -4% | 6% | 5% | .
O=C(NCCC1=CCCCC1)c1ccc2c(c1)N(Cc1ccccc1F)C(=O)c1ccccc1S2(=O)=O | . | . | 16 | . | ? | -2% | .

# Entries from the list above that contain an aryl thioether with sulfur outside any ring (2):
Compound | 3T3 cytotox | GPT2 inhibitor | IP6K1 inh | HEK293 tox | SNCA expr inh | HEK293 viab | FLuc inh
Cc1cccc(NC(=O)CSc2ncc3c(n2)-c2ccccc2N(Cc2ccc(F)cc2)S3(=O)=O)c1C | . | . | 14 | . | -3% | -9% | .
O=C(CSc1nc2c([nH]c3ccccc32)c(=O)n1-c1ccccc1)Nc1ccccc1C(F)(F)F | . | . | 27 | . | 33%[activator] | 1% | .

# Bioassay records (PubChem)
